High-throughput results deposited in PubChem by National Center for Advancing Translational Sciences (NCATS).
TrxR1 inh = rat TrxR1 inhibition | recombinant rTrxR1, NADPH fluorescence consumption, selenite substrate | 1% of 390,000 active | Potency, µM (highest dose often 114 µM), for the others: at the top dose activity change, negative = inhibition, most hits filed as inhibitors; further: on the % scale 0 is the no-effect control and ±100 the full control effect; nearly all actives have a fitted effect of over 65% in size
Target sequence (O89049 whole entry, looked up): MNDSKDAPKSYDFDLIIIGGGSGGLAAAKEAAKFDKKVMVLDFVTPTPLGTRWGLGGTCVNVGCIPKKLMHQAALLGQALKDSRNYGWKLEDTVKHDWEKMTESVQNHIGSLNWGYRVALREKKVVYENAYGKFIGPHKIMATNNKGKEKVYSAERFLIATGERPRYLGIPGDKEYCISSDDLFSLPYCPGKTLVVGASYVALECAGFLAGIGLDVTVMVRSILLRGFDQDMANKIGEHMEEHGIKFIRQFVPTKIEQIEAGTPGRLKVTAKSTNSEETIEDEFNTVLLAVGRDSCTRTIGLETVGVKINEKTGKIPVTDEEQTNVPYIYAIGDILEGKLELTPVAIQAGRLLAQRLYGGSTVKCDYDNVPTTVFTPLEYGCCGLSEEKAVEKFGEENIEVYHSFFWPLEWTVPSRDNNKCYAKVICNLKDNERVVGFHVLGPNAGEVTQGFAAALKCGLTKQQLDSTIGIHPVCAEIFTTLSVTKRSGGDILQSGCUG
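Rat TrxR1 (90 nM in the dispensed reagent) was pre-reduced with 400 uM NADPH for 5 min at room temperature, then incubated with compound for 15 min. After 400 uM selenite was added, NADPH fluorescence (Ex 340/Em 450 nm) was followed for 8 min.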
Pin1 inhibitor = inhibitors of human Pin1; Pin1 FP peptide displacement, HiFluor488, 10 min; Potency, µM (doses to about 115 µM), without a hit: at the highest dose activity, negative = inhibition, hits mostly inhibitors; 0.009% of 390,000 active; AID 504891; active means well fitted inhibition curve with a large enough effect in the polarisation, with a control signal flat, not every such curve was filed as active; inconclusive means small, poorly fitted or top-dose-only effect, or effect the other way, or a change in a side signal; inactive means no such curve, though single readings can be large or run the other way; the % refers to the polarisation; further: on the % scale 0 is the no-effect control and ±100 the full control effect
ERG-DNA inh = ERG Ets/DNA interaction inhibition; AID 624246; P11308; 0.028% of 370,000 active; fluorescence polarization, His-ERG Ets domain / labelled DNA; Potency, µM (series often up to 76.9 µM), inactives show at the top dose FP activity, negative = inhibition, actives largely listed as inhibitors; active means well fitted inhibition curve with a large enough effect in the polarisation, with a control signal flat; inconclusive means small, poorly fitted or top-dose-only effect, or effect the other way, or a change in a side signal; inactive means no such curve, though single readings can be large or run the other way; the % refers to the polarisation;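 further: polarization taken with two DNA probes labelled with fluorescein and Texas red; % of control where 0% means no effect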
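His-tagged ERG Ets domain (1 uM in the protein solution; 300mM KCl, 50mM Tris-HCl, 1mM EDTA, 1mM DTT, pH 7.5) received compound, then a probe mix of 5 nM fluorescein-DNA and 100nM Texas-615-DNA. Fluorescence polarization was read for both dyes.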
Tb PGK inh = T. brucei PGK inhibition. P07378. PGK/GAPDH coupled, Kinase-Glo luminescence, 60 min. Potency, µM (titrated, usually from 57.5 µM), without a hit: at the top dose activity change, negative = inhibition, hits mostly inhibitors. 0.043% of 380,000 active. AID 602233; further: on the % scale 0 is the no-effect control and ±100 the full control effect; nearly all actives have a fitted effect of over 60% in size
Target sequence (P07378 whole entry, looked up): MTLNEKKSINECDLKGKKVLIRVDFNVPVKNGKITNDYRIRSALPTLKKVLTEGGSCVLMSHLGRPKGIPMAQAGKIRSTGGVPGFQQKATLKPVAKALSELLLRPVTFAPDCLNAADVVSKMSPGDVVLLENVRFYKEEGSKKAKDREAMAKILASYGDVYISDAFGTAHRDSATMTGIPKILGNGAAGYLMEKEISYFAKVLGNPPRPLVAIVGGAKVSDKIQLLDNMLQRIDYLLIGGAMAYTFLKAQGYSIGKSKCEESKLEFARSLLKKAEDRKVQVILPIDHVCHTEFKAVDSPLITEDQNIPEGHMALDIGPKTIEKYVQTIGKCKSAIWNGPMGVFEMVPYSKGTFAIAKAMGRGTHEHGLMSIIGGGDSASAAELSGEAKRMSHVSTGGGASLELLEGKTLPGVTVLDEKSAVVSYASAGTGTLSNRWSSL
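Recombinant glycosomal PGK reaction used 1,3-bisphosphoglycerate generated in-well by GAPDH (100nM final) in 100mM TEA pH 7.6, 5mM MgCl2, 0.01% Tween-20. After 60 minutes at room temperature, ATP was read by Kinase-Glo Plus luminescence end-point.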
HP1b chromo inh = blocks HP1-beta chromodomain binding to methylated histone tails | AlphaScreen HP1-beta / biotin-H3K9me3 peptide binding | Potency, µM (top dose mostly 114 µM), inactives show top-dose activity change, negative = inhibition, actives largely listed as inhibitors | 0.56% of 390,000 active; further: nearly all actives have a fitted effect of over 70% in size; inactives centre near 23
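HP1-beta protein (50 nM final) preincubated 30 min at room temperature with biotinylated H3(1-18)K9me3 peptide (50 nM) in PBS pH 7.4, 0.01% Tween-20, then compound added for 30 min. AlphaScreen streptavidin donor/nickel chelate acceptor beads (10 ug/mL final), 30 min dark, luminescence read.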
RGS4 inh = human RGS4 inhibition; Transcreener GDP fluorescence polarization, RGS4-accelerated GTP hydrolysis; Potency, µM (titrated, usually from 114 µM), without a hit: at the top dose activity change, negative = inhibition, hits mostly inhibitors; 0.039% of 390,000 active; AID 504845; further: on the % scale 0 is the no-effect control and ±100 the full control effect; nearly all actives have a fitted effect of over 75% in size; some results filed as inactive show a strong effect at the top dose
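MLSMR compounds (23 nl, pin-transferred) preincubated 10 min at room temperature with a 500nM (2x) first reagent, then RGS4 at 900nM (2x) plus Transcreener GDP mix added; fluorescence polarization (620/688 nm) read before and after 90 min at 30 °C.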
JMJD2A Tudor inh = JMJD2A Tudor domain (human) inhibition; Potency, µM (titrated, usually from 114 µM), without a hit: at the highest dose activity change, negative = inhibition, hits mostly inhibitors; O75164; 4.4% of 390,000 active; AlphaScreen JMJD2A-Tudor / H3K4me3 peptide binding; AID 504339; further: on the % scale 0 is the no-effect control and ±100 the full control effect; nearly all actives have a fitted effect of over 50% in size
ALOX12 inh = blocks human arachidonate 12S-lipoxygenase | AID 1671190 | Potency, µM (highest dose often 108 µM), inactives show top-dose activity change, negative = inhibition, usual class: inhibitors | 1.1% of 580,000 active | purified 12hLO, xylenol orange hydroperoxide absorbance; further: on the % scale 0 is the no-effect control and ±100 the full control effect
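Purified human 12hLO at 150 nM in 25 mM Hepes, 0.01% Triton X-100, pH 7.0, preincubated 15 min at room temperature with compound. Reaction started with 40 uM arachidonic acid, 30 min at room temperature. Hydroperoxide measured by Fe-xylenol orange, 573/405 nm absorbance ratio.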
GLS inhibitor = inhibitors of human glutaminase (GLS). O94925. GLS enzymatic activity, qHTS titration. Potency, µM (doses to about 45.5 µM), for the others: top-dose activity change, negative = inhibition, hits mostly inhibitors. 0.21% of 410,000 active. AID 624170; further: on the % scale 0 is the no-effect control and ±100 the full control effect
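Glutamate formation by hKGA was monitored fluorometrically using coupled glutamate oxidase, HRP and Amplex Red. Substrate was added as 1 mM L-glutamine solution; incubation was 30 min at RT after an initial read.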
The depositor's hits bear a star; i = inactive; ? = inconclusive; . = no result given; & = joins results of further samples; [ ] = another dose, or the depositor's remark. Unless noted, the call rests on the fitted dose curve; in most records, active means well fitted curve in the direction sought with a large enough effect; inconclusive means small, poorly fitted or top-dose-only effect, or another doubt; inactive means no such curve, though single readings can be large; an effect the other way counts as inactive or inconclusive. Potency means the concentration at half of the fitted maximal effect. These rows are one share of the data; rates above refer to the full screens.

GLS inhibitor | Tb PGK inh | ERG-DNA inh | ALOX12 inh | JMJD2A Tudor inh | HP1b chromo inh | TrxR1 inh | RGS4 inh | Pin1 inhibitor | Structure
10% | -1% | ? | -2% | 30%[activator] | 120% | -4%[57.1 µM] | -43% | ? | Cn1c(=O)c(NCCc2ccccc2)c2c3c(cccc31)C(=O)c1ccccc1-2
2% | -20% | -6% | 0% | -7% | 36% | 13% | 11% | 4% | Cc1ccc(-c2nc(-c3ccccn3)no2)cc1[N+](=O)[O-]
9% | 9% | 0% | 0%&-9% | -17% | 7% | 48%[activator] | -3% | 10% | CCN1CCN(c2oc(/C=C/c3ccccc3OC)nc2C#N)CC1
-5% | 0% | 0% | -25% | -24% | 20% | -62%[57.1 µM] | ? | -5% | CCN(CC)CCC(=O)N1C/C(=C/c2ccccc2)C(=O)/C(=C\c2ccccc2)C1
0% | 4% | -7% | -1% | -4% | 24% | 4% | -11% | 0% | O=C(CN1C(=O)COc2ccccc21)N1CCCc2ccccc21
4% | -7% | 6% | i | 2% | 14% | -9% | -2% | 0% | COC(=O)c1ccc(CON2C(=O)c3ccccc3C2=O)cc1
0% | 2% | -2% | ? | -14% | 47%[activator] | 10%[57.1 µM] | 7% | -4% | COCCNC(=O)c1cc(-c2ccccc2C)nn1CC1CC(c2cccnc2)=NO1 (centres undefined)
-6% | -7% | -4% | -5% | -3% | 29% | -7% | -16% | 4% | O=C(CN1C(=O)c2ccc([N+](=O)[O-])cc2C1=O)NC1CCS(=O)(=O)C1 (centres undefined)
-1% | -6% | 16% | 0% | 15% | 122%[activator] | 23% | 4% | 6% | Oc1ccccc1-c1nc(NC2CCCC2)c2ccccc2n1
1% | -5% | 0% | 3% | -4% | 33%[activator] | 24% | -4% | 4% | CCOC(=O)C(CC)Sc1ncnc2c1c(-c1ccccc1)cn2-c1ccc(OC)cc1 (centres undefined)
-2% | i | -6% | 35µM* | -18% | 28% | ? | 0% | 0% | Oc1ccc2ccccc2c1CNc1ccccn1
11% | -7% | -5% | 0% | 7%[57.1 µM] | 8% | -15% | 23% | 2% | CSc1nnc(-c2sccc2OCc2ccccc2)n1C
8% | 2% | 21% | -12% | -25% | 4% | -14% | 15% | ? | O=C(/C=C/c1cccs1)Nc1cccc(NC(=O)/C=C/c2cccs2)n1
-6% | 2% | . | 20% | -6% | 31% | 6% | 13% | 2% | CC(Sc1c[nH]c2ccccc12)C(=O)O (centres undefined)
-3% | i | -4% | ? | -8% | 50%[activator] | 21% | 4% | 0% | COc1ccc(-c2nn(C)c(=O)[nH]2)cc1
3% | 3% | -2% | 10% | -18% | ? | -5%[57.1 µM] | 5%[56.9 µM] | 0% | NC(=O)NC(=O)CSc1nc2cc([N+](=O)[O-])ccc2n1-c1cccc(C(F)(F)F)c1
12% | . | 3% | 15% | -17% | 18% | 16%[57.1 µM] | -1% | -1% | CCCn1c(SCCN2C(=O)c3ccccc3C2=O)n[nH]c1=O
-8% | -9% | -10% | -16% | -4% | 21% | 12% | -21% | -6% | CCCC1Cc2c(sc3nc(SC)nc(N)c23)CO1 (centres undefined)
2% | -3% | 4% | 20%[57.4 µM] | -8% | 39%[activator] | -1% | 1% | -9% | CC(C)(C)NC(=O)Cn1c(=O)oc2ccc(Cl)cc21
-6% | 5% | 14% | -5% | -33% | 30% | -10% | -24% | -9% | Cc1ccc(NC2SC(=O)N(Cc3cccc(C(=O)O)c3)C2=O)c(C)c1 (centres undefined)
-4% | ? | -1% | -5% | -19% | 18% | 10%[57.1 µM] | 8% | -2% | Cc1cncn1CCc1nc2c3ccccc3nc(SCC(=O)Nc3ccc(F)cc3)n2n1
5% | 4% | -6% | ? | -13% | 22% | -3% | -14% | -5% | O=C1C=C(c2ccc(C(=O)O)cc2)C[C@@H](c2ccc(Cl)cc2)C1
5% | i | -1% | -22% | -20% | 28% | 4% | 9% | 7% | COc1cccc(/C=N/n2c(C)nc3ccccc32)c1OC
28% | -3% | -2% | 7%&13% | -4% | 29% | 0% | 0% | 1% | CC1=C(C(=O)Nc2ccccn2)C(c2ccccc2)n2ncnc2N1 (centres undefined)
-1% | -1% | -1% | ? | -7% | 10% | 7%[57.1 µM] | 10% | -4% | COc1ccc(-c2noc(-c3ccc(Br)o3)n2)cc1

Limited to ALOX12 inh, GLS inhibitor and TrxR1 inh (2 entries from above):
SMILES	ALOX12 inh	GLS inhibitor	TrxR1 inh
Oc1ccc2ccccc2c1CNc1ccccn1	35µM*	-2%	?
CSc1nnc(-c2sccc2OCc2ccccc2)n1C	0%	11%	-15%

Remaining list, next part.
GLS inhibitor | Tb PGK inh | ERG-DNA inh | ALOX12 inh | JMJD2A Tudor inh | HP1b chromo inh | TrxR1 inh | RGS4 inh | Pin1 inhibitor | Structure
-4% | i | 2% | -9% | -2% | 72%[activator] | 92%[activator] | -3% | 16% | O=C(Nc1ccc(Cl)cc1)c1ccc2c(c1)N(Cc1ccccc1)CCS2
-3% | -6% | -1% | 1% | -4% | 25% | -13% | -7% | -4% | COCCN1CC(C(=O)N2CCC(Oc3ccccc3OC)CC2)CCC1=O (centres undefined)
-13% | -6% | 3% | -20% | 1% | 27% | 5% | 1% | 1% | CCc1noc(C)c1C(=O)OCC(=O)Nc1ccccc1SC
1% | . | -12% | 3% | -19% | 58%[activator] | 14% | -10% | -4% | O=C(CN1CCC(NC(=O)c2ccc(Br)cc2)CC1)NCc1cccs1
38%[activator] | -1% | -14% | 45%[activator] | -18% | 22% | 19% | 3% | 1% | CCN(CC)c1nc(-c2ccc(C(=O)NN)cc2)nc(-c2ccc(C(=O)NN)cc2)n1
-3% | -9% | 2% | -2% | -8% | 42%[activator] | 15% | 27% | 9% | O=C(Nc1cc(S(=O)(=O)Nc2ccccc2Cl)ccc1O)c1cc2c(s1)CCCC2
-1% | -2% | -4% | -1% | 8% | 18% | 15% | 14% | -5% | CCOc1ccc(C(=O)N2CCN(c3cnn(-c4ccccc4)c(=O)c3Cl)CC2)cc1
-13% | i | 2% | -10% | -4% | 27% | 23% | 5% | -7% | O=C(NCC(=O)N1CCCC(C(F)(F)F)C1)c1ccc(Oc2ccccc2)cc1 (centres undefined)
5% | -1% | 1% | 0% | -18% | 20% | 0%[57.1 µM] | -16% | 2% | C=CCNC(=O)c1ccc(OC)cc1OC
8% | -7% | 16% | 146%[activator] | -11% | 12% | 11%[57.1 µM] | ? | 65%[activator] | O=S(=O)(c1ccccc1)N1c2cc(Cl)ccc2Oc2nc3ccccc3nc21
0% | -17% | -2% | -1% | -6% | 50%[activator] | -13% | -9% | -4% | O=C(OCc1c(-c2ccccc2)ncc2ccccc12)N1CCOCC1
5% | 8% | 22% | ? | 9% | 17% | 7%[57.1 µM] | -22% | 19% | Cc1cc(C)cc(NS(=O)(=O)c2c(C)[nH]c(=O)[nH]c2=O)c1
-4% | -4% | 1% | -15% | -22% | 11% | 2% | -9% | -4% | COCCCNC(=O)c1oc2c(c1C)-c1nn(Cc3ccccc3Cl)cc1CC2
0% | 8% | 1% | 83%[activator] | -16% | 17% | 9% | -8% | -1% | CCOc1ccc(NC(=O)c2[nH]c(C)c(C(C)=O)c2C)cc1
-12% | -4% | -8% | ? | 6% | 21% | 6%[57.1 µM] | 3% | -8% | COCCNC(=O)C(c1ccc(C)cc1)N(CCOC)C(=O)CCC(=O)Nc1nccs1 (centres undefined)
8% | -10% | -4% | 1% | -13% | 11% | -9% | 11% | 0% | CSc1ccc(C(=O)C2CCCN(C(=O)Cn3cnnn3)C2)cc1 (centres undefined)
-14% | -6% | 8% | 1% | -14% | 6% | -17% | -10%[11.4 µM] | -2% | CC(=O)Nc1ccc(S(=O)(=O)N2CCC(C(=O)NCCC(=O)Nc3ccccc3)CC2)cc1
23% | -1% | 13% | 0% | -2% | 26% | ? | 3% | 2% | COc1ccc(NC(=O)c2cc(-c3ccccc3Cl)no2)cc1
-8% | 3% | 0% | -1% | -3% | 42%[activator] | 11% | 0% | -1% | Cc1ccccc1C(=O)NC(CC(C)C)C(=O)OCC(=O)c1c(N)n(C)c(=O)n(C)c1=O (centres undefined)
4% | 1% | -3% | -25% | -18% | 4% | -10% | -9% | 2% | Cc1cccc(NC(=O)COC(=O)Cc2cccs2)c1C
5% | i | 91%[activator] | ? | -32% | -7% | -7% | -51% | -1% | O=C(O)CCN1C(=O)CC(N2C(=O)/C(=C/c3ccc(Cl)cc3)SC2=S)C1=O (centres undefined)
5% | 3% | 3% | -20% | -3% | 14% | 0% | 10% | -2% | CN(c1ccccc1)S(=O)(=O)c1cccc(NC(=O)Cn2cnc3c2c(=O)n(C)c(=O)n3C)c1
8% | 7% | -9% | 12% | 17% | 21% | 4%[57.1 µM] | -9% | -7% | O=C(NCc1cccs1)c1nc2ncccn2n1
0% | i | 9% | -8% | -15% | 42%[activator] | -8%[57.1 µM] | 5% | -2% | O=C(O)CN1C(c2ccccc2O)Nc2ccc(Br)cc2C1c1ccccc1 (centres undefined)
25% | i | 9% | 7% | ? | 7% | ? | ? | 3% | O=C(NCc1ccccn1)c1ccc2c(c1)N(Cc1ccccc1)CCS2
-12% | i | 2% | 0% | -5% | 16% | 20% | ? | 6% | O=C(Nc1cccc(-n2cnnn2)c1)c1cc2ccccc2o1
